NadD block: inhibitors of Staphylococcus aureus NadD; 0.78% of 360,000 active; AID 602399; purified NadD enzyme, colorimetric absorbance read-out; inhibition, % at 20 µM; in the data active = inhibition above about 26%; note: some compounds past the cut are filed as inactive
Rpn11 inh: blocks the human proteasome subunit Rpn11; human 26S proteasome, Ub4-pepOG fluorescence polarization; 20S core pre-blocked with epoxomicin; calls only at 20 µM; 0.59% of 360,000 active;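 active = inhibition at 20 µM, scaled to each plate's controls, above about 33%, limit read from the data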
Target sequence (O00487 whole entry, looked up): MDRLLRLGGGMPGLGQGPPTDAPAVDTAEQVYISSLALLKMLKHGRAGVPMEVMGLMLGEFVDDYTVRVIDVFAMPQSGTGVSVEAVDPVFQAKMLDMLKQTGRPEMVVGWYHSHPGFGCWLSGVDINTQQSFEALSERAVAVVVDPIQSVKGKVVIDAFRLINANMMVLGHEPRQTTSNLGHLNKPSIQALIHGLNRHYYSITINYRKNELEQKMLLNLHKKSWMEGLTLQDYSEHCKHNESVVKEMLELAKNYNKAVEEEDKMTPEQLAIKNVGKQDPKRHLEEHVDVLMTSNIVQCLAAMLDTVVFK
Rin1-Abl PPI inh: blocks binding of human Rin1 to Abl; AID 588664; inhibition, % at 7.35 µM; TR-FRET Rin1/Abl binding, biochemical; 0.4% of 360,000 active; in the data active = inhibition above about 5%, passing the limit was not always enough
DNMT1 block: DNMT1 (human) enzyme inhibition; 0.83% of 360,000 active; inhibition (reported as % activation of signal), % at 10 µM; P26358; DNMT1 molecular beacon, Hinp1I cleavage, fluorescence; in the data active = inhibition above about 50%
Neddylation inh: inhibitors of human cullin neddylation; calls only at 25 µM; 0.58% of 360,000 active; P61081+Q13564; TR-FRET cullin neddylation, biochemical; in the data active = inhibition above about 36%
LMPTP block: blocks human LMPTP phosphatase; inhibition, % at 20 µM; recombinant LMPTP-A, OMFP fluorogenic substrate, fluorescence intensity; P24666; 0.22% of 360,000 active;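 active = compounds that cut the enzyme signal by at least half of the control window in the single-dose screen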;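 note: plate controls were DMSO wells with enzyme plus substrate for no effect and substrate without enzyme for full effect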
Target sequence (P24666 whole entry, looked up): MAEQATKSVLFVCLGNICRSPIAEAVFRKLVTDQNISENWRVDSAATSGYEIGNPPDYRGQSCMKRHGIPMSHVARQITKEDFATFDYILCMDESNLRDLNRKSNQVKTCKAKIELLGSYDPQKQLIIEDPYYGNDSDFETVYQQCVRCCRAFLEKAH
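Test system – LMPTP-A phosphatase enzyme · Quantity – 0.625 nM LMPTP-A final · Reagent – OMFP substrate, 400 µM final · Dosing – one test concentration per compound, 20 µM, with 3% DMSO overall · Timing – 50 min enzyme reaction at room temperature, protected from light · Detection – fluorescence intensity · Controls – substrate-only low control, DMSO enzyme-plus-substrate high control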
STEP block: STEP (human) phosphatase inhibition. 0.25% of 360,000 active. AID 588621. recombinant STEP, OMFP fluorogenic substrate, fluorescence. P54829. inhibition, % at 20 µM;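 active = inhibition at 20 µM, scaled per plate between control wells, above about 37%, limit read from the data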;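 note: 0% = DMSO with enzyme and substrate and 100% = substrate only without enzyme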
Target sequence (P54829 whole entry, looked up): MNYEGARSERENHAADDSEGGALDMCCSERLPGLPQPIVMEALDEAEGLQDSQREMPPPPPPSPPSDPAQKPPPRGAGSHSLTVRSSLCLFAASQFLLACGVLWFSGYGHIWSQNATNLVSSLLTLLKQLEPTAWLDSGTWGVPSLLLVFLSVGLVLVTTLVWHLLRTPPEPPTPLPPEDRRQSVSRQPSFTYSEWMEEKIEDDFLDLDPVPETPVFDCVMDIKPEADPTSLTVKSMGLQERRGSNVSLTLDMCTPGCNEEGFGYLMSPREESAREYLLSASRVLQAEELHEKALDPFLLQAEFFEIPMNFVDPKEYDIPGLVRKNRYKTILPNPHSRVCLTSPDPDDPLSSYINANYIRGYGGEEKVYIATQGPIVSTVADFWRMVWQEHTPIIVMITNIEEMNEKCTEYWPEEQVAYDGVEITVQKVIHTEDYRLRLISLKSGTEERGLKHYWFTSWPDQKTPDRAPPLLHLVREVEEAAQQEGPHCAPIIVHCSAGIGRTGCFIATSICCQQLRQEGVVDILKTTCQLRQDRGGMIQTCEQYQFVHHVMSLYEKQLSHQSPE
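System: STEP phosphatase, cell-free reaction; Buffer or medium: Bis-Tris pH 6.0 buffer with DTT, detergent; Incubation: 20 min at room temperature, dark; Measured by: fluorescence, 480/540 nm.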
SUMO1 PPI mod: SUMO1-SIM interaction modulation; inhibition, % at 20 µM; 0.33% of 360,000 active; SUMO1 binding to a labelled peptide, TR-FRET, 1 h; AID 602429; P63165; in the data active = inhibition above about 37%
Scp-1 inhibitor: blocks human Scp-1 phosphatase activity. 0.88% of 340,000 active. inhibition, % at 20 µM. Recombinant Scp1, phosphopeptide, malachite green phosphate absorbance. Q9GZU7. AID 493091;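 active = inhibition above about 50% at 20 µM, limit read from the data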;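 note: plate controls were DMSO wells with enzyme for no effect and wells lacking enzyme for full effect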
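System: SCP-1 catalytic domain; Reagent: Phospho 17-mer peptide substrate; Doses: one concentration, 20 µM, with 1.0% DMSO; Incubation: 45 min room-temperature reaction, 5 min colour, 30 min stabiliser; Signal: Phosphate-binding colour reagent, absorbance read at 630 nm.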
CSN deneddyl inh: CSN deneddylation inhibition | Q92905 | Purified CSN, SCF-Nedd8-OG deneddylation, fluorescence polarization | inhibition, % at 12.5 µM | 0.38% of 360,000 active;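 active = pattern-corrected inhibition above about 35%, with an unprinted fluorescence ratio check between 0.5 and 1.5, limit read from the data, passing the limit was not always enough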;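 note: 0% = enzyme with substrate and 100% = substrate without enzyme; some results filed as inactive read as strong as hits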
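assay system = purified human Csn5 enzyme expressed in HEK293T cells | amount = 0.24 nM enzyme | buffer or medium = Tris/NaCl/DTT buffer, pH 7.5 | reagent = 10 nM SCFSkp2-Nedd8OG | compound = one concentration, 12.5 µM, 0.25% DMSO | times = 90 min reaction at room temperature | signal = FP | read-out basis = % inhibition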
An asterisk follows results filed as active; i = inactive; nt = not tested or not shown; + = active, no number.

Neddylation inh	Rpn11 inh	Scp-1 inhibitor	SUMO1 PPI mod	Rin1-Abl PPI inh	NadD block	DNMT1 block	STEP block	CSN deneddyl inh	LMPTP block	molecule
i	i	-1	0	-1	8	-4	-3	4	-0.8	COc1ccccc1NC(=S)NCC1CCCCC1
i	nt	-19	-23	-2	7	-2	-2	28	0.7	O=C(N/N=C/c1c(O)ccc2ccccc12)c1cccnc1
i	i	-2	-6	1	-1	3	-2	9	-1.6	O=C(NC1CCCCCC1)c1cc(-c2ccccn2)nc2ccccc12
i	i	-21	-30	-2	-7	0	11	1	-0.1	S=c1sscc1-c1ccccc1
i	i	-16	-33	-5	-1	0	-2	1	-0.4	CCN(CC)S(=O)(=O)c1ccc(NCCCn2ccnc2)c([N+](=O)[O-])c1
i	i	1	-11	2	-3	7	3	0	0.9	C1=C(c2cccc3ccccc23)N2CCN=C2S1
i	i	-5	1	0	-1	-2	-1	0	0.2	Cc1cccc(C(=O)NC(=S)N2CCN(C(=S)NC(=O)c3cccc(C)c3)CC2)c1
i	i	-7	-6	-3	8	7	-1	2	-0.3	COc1ccc2c(c1)c1nc3n(c(=O)c1n2CC(=O)Nc1ccccc1)CCCS3
i	i	6	1	-2	6	-1	-1	0	0.5	Cc1ccn2c(CNCc3cnn(C)c3)c(C(=O)N3CCCCCC3)nc2c1
i	i	-3	1	2	4	2	1	-4	0.7	CCN(CC)CCn1c(=S)[nH]c2ccccc2c1=O
nt	i	1	3	-5	-7	3	0	2	-1.7	Cc1cc2nc(-c3ccc[nH]c3=O)n(Cc3cccc(F)c3)c2cc1C
i	i	-4	-1	1	1	-1	-4	1	0.9	O=C(COC(=O)C12CC3CC(CC(O)(C3)C1)C2)Nc1ccc(Br)cc1F
i	i	-4	3	-2	-1	-16	-3	4	-0.8	O=c1cc(N2CCN(c3ccccc3)CC2)[nH]c(=O)n1-c1ccccc1Cl
i	i	1	-1	1	-5	0	-6	-2	-1.1	COc1ccccc1N1CCN(C(=O)c2ccoc2C)CC1
i	i	-7	-2	-2	-3	-1	1	1	-0.7	CCOc1ccc(NC(=S)NCCCN2CCN(c3ccc(OC)cc3)CC2)cc1
i	i	-3	1	-4	8	-1	4	0	-1.1	COc1ccccc1N1CCN(C(=O)CSc2nnc3n2C(C)(C)Cc2ccccc2-3)CC1
+	i	-7	-8	0	3	0	0	-2	1.3	COc1ccc(-c2cnc3ccccc3n2)cc1NC(=O)CNC(=O)c1ccccc1
i	i	-17	-2	4	9	0	4	5	4.8	CCOC(=O)c1cc(C(C)C)sc1NC(=O)COC(=O)CCS(=O)(=O)c1ccccc1
i	i	-6	-1	-3	1	6	1	-1	1.9	Cc1ccc(C)c(S(=O)(=O)NC(C)CCc2ccccc2)c1 (stereo not drawn)
i	i	-15	0	-2	-8	-1	2	1	0.4	CCN(CC)c1ccc(CN(C(=O)c2cc(OC)c(OC)c(OC)c2)C2CCS(=O)(=O)C2)cc1 (stereo not drawn)
i	i	-9	-3	1	0	-1	2	-22	-0.8	O=C(NNC1CC(=O)N(c2ccc(Br)cc2)C1=O)c1ccco1 (stereo not drawn)
i	i	-7	5	0	-2	0	-3	-2	0.0	O=C(Nc1cccc(S(=O)(=O)N2CCCC2)c1)c1ccccc1OC(F)F
i	i	-5	-2	0	0	3	2	-1	-1.4	ClCc1nnc(-c2ccccc2)o1
i	i	nt	1	-3	7	10	-1	6	-2.1	C[C@H]1CN([C@@H](C)CO)C(=O)CCCn2nncc2CO[C@H]1CN(C)S(=O)(=O)c1ccc(F)cc1

An excerpt from above in order of molar mass, ascending:
Neddylation inh	Rpn11 inh	Scp-1 inhibitor	SUMO1 PPI mod	Rin1-Abl PPI inh	NadD block	DNMT1 block	STEP block	CSN deneddyl inh	LMPTP block	molecule
i	i	-5	-2	0	0	3	2	-1	-1.4	ClCc1nnc(-c2ccccc2)o1
i	i	1	-1	1	-5	0	-6	-2	-1.1	COc1ccccc1N1CCN(C(=O)c2ccoc2C)CC1
i	i	-3	1	-4	8	-1	4	0	-1.1	COc1ccccc1N1CCN(C(=O)CSc2nnc3n2C(C)(C)Cc2ccccc2-3)CC1

(further entries)
Neddylation inh	Rpn11 inh	Scp-1 inhibitor	SUMO1 PPI mod	Rin1-Abl PPI inh	NadD block	DNMT1 block	STEP block	CSN deneddyl inh	LMPTP block	molecule
i	i	-1	-12	0	4	-2	3	-1	7.2	C/C(=N\Nc1ccc([N+](=O)[O-])cc1)c1ccc(C#N)cc1
i	i	-7	-1	-1	-9	0	0	0	-1.3	COc1ccc(NC(=O)CC(Cc2ccc(Cl)cc2)C(=O)O)cc1 (stereo not drawn)
i	i	-7	2	2	-8	1	-4	-11	-1.1	CCOC(=O)CNC(=O)c1c(C)nn(C)c1Cl
i	i	-5	-9	1	2	3	-1	-2	-1.7	CCOc1ccc(CCNC(=O)COC(=O)/C=C/c2ccccc2OC)cc1OCC
i	i	-10	-4	-4	2	-7	1	30	1.9	O=C(Nc1ccc(Cl)cn1)c1cc(S(=O)(=O)N2CCCCC2)ccc1Cl
i	i	-4	7	0	-4	1	-1	2	-1.8	Cc1c(NC(=O)CSc2nnnn2-c2ccc(F)cc2)c(=O)n(-c2ccccc2)n1C
i	i	17	-2	-1	6	0	0	-4	-1.9	CNC(=S)N(CCc1ccc(OC)c(OC)c1)Cc1cc2c(C)cc(C)cc2[nH]c1=O
i	i	-9	-3	-1	9	2	2	1	3.1	COc1cnc(SCc2ccc(Cl)cc2Cl)nc1Cl
i	i	3	1	0	-11	-2	1	-2	1.7	O=C1c2ccccc2C(=O)N1N(c1ccccc1)c1ccccc1
i	i	-5	-16	-1	1	-13	0	2	0.1	C=CCNC(=O)c1ccc(-c2cccc([N+](=O)[O-])c2)o1
i	i	-9	7	1	0	7	2	1	2.2	Cc1csc2nc(O)c(C(=O)NC3CCCCC3)c(=O)n12
i	i	-12	-6	-1	-1	-2	1	-2	-1.7	CCN(CC)c1nc(N)c([N+](=O)[O-])c(NCCO)n1
i	i	-5	-7	0	-4	-15	-2	-11	-0.5	Cc1c(C(=O)OCC(=O)Nc2ccc3c(c2)OCO3)cccc1[N+](=O)[O-]
i	i	-5	-2	2	0	-1	0	-1	0.0	CCN(CC)C(=O)CN(c1ccc2c(c1)OCO2)S(C)(=O)=O
i	i	3	-15	-3	7	-5	-2	5	-0.4	COc1ccc2c3n([n+]([O-])c2c1)CCN=C3c1ccc(C)cc1
i	i	1	3	-1	0	-1	2	0	-1.1	Cc1ccc(S(=O)(=O)N2CCC(C(=O)O)CC2)cc1
i	i	0	-6	3	-2	1	0	-3	-4.2	COC(=O)C1=C(C(C)=O)C(c2ccc(C(=O)OC)cc2)n2nnnc2N1 (stereo not drawn)
i	i	-3	1	-4	1	-3	-1	1	-0.8	CCOc1ccc(OCC)c(NS(=O)(=O)c2ccc3c(c2)n(C)c(=O)c(=O)n3C)c1
i	i	0	0	-2	0	2	-1	3	-1.1	CCCN(CCC)CC(=O)Nc1cccc2c1OCO2
i	i	-3	-3	-4	-3	-1	0	-3	-0.4	COc1ccc(C2CC(c3cccs3)=NN2S(C)(=O)=O)cc1OC (stereo not drawn)
i	i	-8	2	3	-2	0	0	0	0.0	Cc1ccc2c(c1)N(CC(=O)NC1CCCc3ccccc31)C(=O)CO2 (stereo not drawn)
i	i	-6	-2	1	5	3	-4	1	1.5	CCOc1c2c(nc3ccc(Cl)cc13)CCC2
i	i	-3	3	-4	2	0	-1	0	-0.4	Cc1ccc(CNC(=O)C2CCN(C(=O)Nc3ccccc3)CC2)cc1
i	i	-6	-28	-3	-5	0	3	9	2.6	COC(=O)C1CCN(c2ccc([N+](=O)[O-])cc2)CC1

Brought forward from above: 3 entries, followed by the next part.
Neddylation inh	Rpn11 inh	Scp-1 inhibitor	SUMO1 PPI mod	Rin1-Abl PPI inh	NadD block	DNMT1 block	STEP block	CSN deneddyl inh	LMPTP block	molecule
i	i	-6	-2	1	5	3	-4	1	1.5	CCOc1c2c(nc3ccc(Cl)cc13)CCC2
i	i	-3	3	-4	2	0	-1	0	-0.4	Cc1ccc(CNC(=O)C2CCN(C(=O)Nc3ccccc3)CC2)cc1
i	i	-6	-28	-3	-5	0	3	9	2.6	COC(=O)C1CCN(c2ccc([N+](=O)[O-])cc2)CC1
i	i	18	-5	-1	-3	4	2	0	1.3	C=CCNC(=O)Cn1nnc(-c2ccc(-c3ccc(OC)cc3)cc2)n1
i	i	5	-21	1	4	4	0	0	1.4	COc1ccc2c(c1)CC/C(=C/c1ccncc1)C2=O
i	i	-4	-8	1	-3	1	3	-1	2.0	Cc1cc2ccccn2c1C(=O)c1nc(NCc2ccco2)ncc1Cl
i	i	-7	-2	0	4	5	1	-5	-1.1	CC(OC(=O)c1cccc(S(=O)(=O)N2CCOCC2)c1)C(=O)NC1CCCCC1C (stereo not drawn)
i	i	-7	-2	-1	-7	0	7	-2	2.9	CCOc1c(Cl)cc(C(=O)Nc2ccccc2-c2ccccc2)cc1Cl
nt	i	-13	-7	0	5	-4	-6	4	2.4	COC(=O)c1ccc(-c2ncc(-c3cccc4ccccc34)o2)cc1
i	i	3	23	2	-2	5	1	7	-1.4	CCOc1ccc(/C=N/n2c(C)nc3ccccc3c2=O)cc1
i	i	0	-2	6	4	2	-2	6	-5.5	CCCOc1ccc(N2C(=O)CC(SCCN)C2=O)cc1 (stereo not drawn)
i	i	-11	6	-1	2	9	0	7	-1.5	O=C(Nc1nccs1)c1ccc(S(=O)(=O)NCc2cccs2)cc1
nt	i	-22	-11	3	-3	-2	-2	0	0.2	N#Cc1nc(-c2cccc(Cl)c2)oc1N1CCC(C(N)=O)CC1
i	i	-12	-4	0	-13	2	-4	5	0.6	Cc1cccc(Nc2nc3c(c(=O)n(C)c(=O)n3C)n2CC(O)CO)c1 (stereo not drawn)
i	i	9	-2	-4	6	-1	1	1	0.4	CCOc1ccc(-n2cc(-c3ccc(OC)c(OC)c3)[nH]c2=S)cc1
i	i	-2	1	1	-6	1	-1	1	7.0	C=CCn1c(NCc2ccccc2O)nc2ccccc21
i	i	-1	-16	0	21	0	4	-3	3.7	C/C(=N\Nc1ccc([N+](=O)[O-])cc1[N+](=O)[O-])c1ccc(-n2nncc2C(C)(C)C)cc1
i	i	-8	-6	0	-9	-1	-1	4	0.5	O=C(Nc1ncccc1O)c1ccc2c(c1)OCO2
i	i	-9	-9	2	-7	-4	2	-1	3.1	CN(c1ccc(OCc2ccc([N+](=O)[O-])cc2)cc1)S(=O)(=O)c1ccccc1
i	i	-11	4	1	-1	0	-2	5	-0.8	CCC1(C)Cc2ccccc2C(=O)N1 (stereo not drawn)
i	i	11	3	6	-9	10	0	-2	8.9	N#Cc1ccccc1OCC(=O)OCC(=O)c1ccc[nH]1

Random excerpt: 2 compounds from above.
Neddylation inh	Rpn11 inh	Scp-1 inhibitor	SUMO1 PPI mod	Rin1-Abl PPI inh	NadD block	DNMT1 block	STEP block	CSN deneddyl inh	LMPTP block	molecule
i	i	11	3	6	-9	10	0	-2	8.9	N#Cc1ccccc1OCC(=O)OCC(=O)c1ccc[nH]1
i	i	-11	4	1	-1	0	-2	5	-0.8	CCC1(C)Cc2ccccc2C(=O)N1 (stereo not drawn)

Screening data as filed in PubChem BioAssay.
